# uPA surface inh: inhibitors of cell surface uPA generation; cell surface uPA generation assay, qHTS; Potency, µM (highest dose often 38.3 µM), without a hit: at the top dose activity change, negative = inhibition, most hits filed as inhibitors; 330,000 tested, 0.31% active; active means well fitted inhibition curve with a large enough effect; inconclusive means small, poorly fitted or top-dose-only effect; inactive means no such curve, though single readings can be large or run the other way; tested in mouse RAW 264.7 cells; further: potency means the concentration at half of the fitted maximal effect; on the % scale 0 is the no-effect control and ±100 the full control effect; nearly all actives have a fitted effect of over 55% in size
# Coupling enz: coupling enzyme interference in Giardia aldolase counter-screen. coupling enzyme system counterscreen, AmpLite Red fluorescence. activity change, negative = inhibition, % at 58.2 µM, hits read low. 290,000 tested, 0.67% active. AID 2472; in the data active means activity change below about -30%; further: on the % scale 0 is the no-effect control and ±100 the full control effect
#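 Activity here indicates interference with the coupling reaction, not aldolase inhibition. Compounds at 57.5 uM final met coupling enzymes for 10 min at RT; substrate and AmpLite Red detection followed, with a 525/598 nm fluorescence read after 20 min.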
# RORg inh: ROR gamma (mouse) transcription inhibition. 310,000 tested, 5.4% active. AID 2551. Drosophila S2 Gal4-RORgamma UAS-luciferase reporter, 20 h. Potency, µM (highest dose often 53.6 µM), without a hit: at the top dose activity change, negative = inhibition, most hits filed as inhibitors; further: potency means the concentration at half of the fitted maximal effect; on the % scale 0 is the no-effect control and ±100 the full control effect; nearly all actives have a fitted effect of over 60% in size
# Target sequence (P51450 whole entry, looked up, the tested form may be a part): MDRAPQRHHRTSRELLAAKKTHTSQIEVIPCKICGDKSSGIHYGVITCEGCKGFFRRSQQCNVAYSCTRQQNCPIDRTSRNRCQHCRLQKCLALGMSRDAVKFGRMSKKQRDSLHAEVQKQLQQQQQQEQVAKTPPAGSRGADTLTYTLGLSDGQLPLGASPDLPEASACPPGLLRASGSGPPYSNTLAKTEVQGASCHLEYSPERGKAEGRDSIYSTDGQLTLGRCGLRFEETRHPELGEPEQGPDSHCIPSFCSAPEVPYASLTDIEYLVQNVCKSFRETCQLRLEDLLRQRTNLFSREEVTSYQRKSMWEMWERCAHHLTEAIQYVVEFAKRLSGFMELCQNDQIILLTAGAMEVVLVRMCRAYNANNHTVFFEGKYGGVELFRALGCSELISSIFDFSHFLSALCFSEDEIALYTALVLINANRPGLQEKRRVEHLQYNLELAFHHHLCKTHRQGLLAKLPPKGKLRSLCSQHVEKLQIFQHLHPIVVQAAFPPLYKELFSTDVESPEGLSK
#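 In this cell-based reporter format, copper sulfate (700 uM final) drives Gal4–ROR gamma fusion expression from a metallothionein promoter in Drosophila Schneider cells; compounds preincubated 1 hr, reporter read after 20 hr at ambient temperature.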
# Gal4-VP16 FLuc: Gal4-VP16 reporter inhibition counter-screen | Drosophila S2 Gal4-VP16 UAS-luciferase, luminescence, 20 h | Potency, µM (series often up to 53.6 µM), without a hit: at the highest dose activity, negative = inhibition, usual class: inhibitors | 310,000 tested, 3.5% active | AID 2546;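 further: Gal4-VP16 expression switched on by copper sulfate through the metallothionein promoter; potency means the concentration at half of the fitted maximal effect; on the % scale 0 is the no-effect control and ±100 the full control effect; nearly all actives have a fitted effect of over 50% in size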
# KCNH2 3.1 block: blocks the human KCNH2 3.1 channel isoform; U2OS KCNH2 3.1, thallium flux FluxOr; hits give low values; activity change, % (tested at about 1.8 µM); 340,000 tested, 0.95% active;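 active means maximum activity change below -70%; inconclusive means maximum activity change from -70% to -50%; inactive means maximum activity change above -50%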;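 further: thallium influx rate constant from kinetic fluorescence after stimulation buffer; on the % scale 0 is the no-effect control and ±100 the full control effect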
#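 Steps: virus added to U2OS suspension (4 h, RT, dark); medium with 10% FBS added, cells plated, 37 C overnight; FluxOr/Red40 loading buffer 45 min RT; stimulation buffer, 2 min kinetic read; rate constant normalized.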
# Tb PFK block: blocks T. brucei phosphofructokinase. T. brucei PFK, ADP-Glo luminescence. Potency, µM (highest dose often 57.5 µM), without a hit: top-dose activity, negative = inhibition, most hits filed as inhibitors. 330,000 tested, 0.17% active. AID 485367;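 further: potency means the concentration at half of the fitted maximal effect; 0% = uninhibited 1x PFK enzyme wells and -100% = no-enzyme wells; nearly all actives have a fitted effect of over 60% in size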
#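 1.25 nM PFK with 0.5 mM F6P and 0.1 mM ATP in 0.1 M TEA pH 8.0, 5 mM MgCl2, incubated 45 min at room temperature; ADP measured by ADP-Glo luminescence; compounds titrated up to 57 uM.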
# Rab9 prom act: activates the Rab9 promoter | 320,000 tested, 2.8% active | Potency, µM (top dose mostly 9.22 µM), without a hit: at the top dose activation, negative = inhibition, actives largely listed as activators | Huh7 Rab9 promoter-luciferase reporter, luminescence, 24 h; further: potency means the concentration at half of the fitted maximal effect; % of control where 0% means no effect; nearly all actives have a fitted effect of over 60% in size
#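 Huh7 reporter line, Rab9 promoter upstream of luciferase. Compound exposure 24 h at 37 °C in reduced-serum medium with 10% FBS. Read-out: luminescence.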
# Giardia kill: kills Giardia lamblia. Giardia lamblia trophozoite viability. activity change, % at 7.66 µM, hits read low. 340,000 tested, 0.15% active. AID 540267; in the data active means activity change below about -80%; inconclusive means between about -30% and that limit;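 further: parasites exposed to compound for two days anaerobically before the ATP read; on the % scale 0 is the no-effect control and ±100 the full control effect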
#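 Luminescent ATP signal served as the viability read-out, measured 15-30 min after adding ATP detection reagent to trophozoites that had been incubated with compounds for 48 hrs at 37 deg C anaerobically at 100 cells/well.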
# NPC1 prom act: activates the NPC1 promoter | AID 485313 | Potency, µM (highest dose often 9.22 µM), for the others: at the highest dose activation, actives largely listed as activators | 320,000 tested, 2.4% active | Huh7 NPC1 promoter luciferase reporter, 24 h;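 further: potency means the concentration at half of the fitted maximal effect; % of control where 0% means no effect; nearly all actives have a fitted effect of over 60% in size; reporter is driven by a mutant NPC1 promoter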
#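 Compounds in DMSO were transferred onto Huh7 NPC1-luciferase reporter cells pre-incubated 2 h; after 24 h at 37 °C, Amplite reagent was dispensed and luminescence recorded 10 min later.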
# ELG1 genotoxic: inducers of genotoxicity in HEK293T ELG1-luciferase cells | HEK293T ELG1-luciferase reporter, luminescence, 16 h | Potency, µM (highest dose often 46 µM), inactives show at the highest dose activity change, positive = activation, hits mostly activators | 330,000 tested, 1.3% active; further: potency means the concentration at half of the fitted maximal effect; % of control where 0% means no effect; nearly all actives have a fitted effect of over 60% in size
#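 ELG1-luciferase HEK293T cells, 2,000/well; compound pinned in; 16 hr, 37 °C, 5% CO2; ONE-Glo, 30 min RT; luminescence on CCD imager.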
# FLuc modulator: firefly luciferase modulation, counter-screen for miR-21 project | purified FLuc, Km substrates, luminescence inhibition | Potency, µM (series often up to 57.5 µM), without a hit: at the top dose activity change, negative = inhibition, actives largely listed as inhibitors | 360,000 tested, 6.9% active | P08659;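 further: potency means the concentration at half of the fitted maximal effect; plate controls were vehicle for no effect and reference inhibitor for full effect; nearly all actives have a fitted effect of over 55% in size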
# Target sequence (P08659 whole entry, looked up): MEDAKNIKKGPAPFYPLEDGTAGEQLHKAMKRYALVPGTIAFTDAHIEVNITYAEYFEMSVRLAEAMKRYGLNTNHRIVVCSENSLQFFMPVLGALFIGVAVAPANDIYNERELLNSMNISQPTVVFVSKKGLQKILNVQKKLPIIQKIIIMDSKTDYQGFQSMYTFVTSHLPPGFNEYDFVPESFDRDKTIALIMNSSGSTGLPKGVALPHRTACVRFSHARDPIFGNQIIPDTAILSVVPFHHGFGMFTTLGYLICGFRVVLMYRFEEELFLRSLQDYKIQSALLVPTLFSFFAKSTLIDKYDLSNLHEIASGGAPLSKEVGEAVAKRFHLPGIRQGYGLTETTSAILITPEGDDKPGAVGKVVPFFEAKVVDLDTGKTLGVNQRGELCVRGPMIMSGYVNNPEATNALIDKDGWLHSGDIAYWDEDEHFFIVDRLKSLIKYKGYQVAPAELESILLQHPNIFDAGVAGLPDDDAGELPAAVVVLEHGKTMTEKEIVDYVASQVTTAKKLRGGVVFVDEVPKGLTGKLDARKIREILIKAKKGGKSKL
#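 Biochemical qHTS of compounds, final roughly 60 µM downward over six points, against 10 nM purified firefly luciferase using Km concentrations of substrates (10 uM D-luciferin, 10 uM ATP) in Tris acetate pH 7.5 buffer; luminescence output.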
# Active calls of the source: *; ? = inconclusive; nt = no result given; & = joins results of further samples; ! = a repeat was not active; [ ] = dose if it differs, or a comment. Unless noted, the call rests on the fitted dose curve; in most records, active means well fitted curve in the direction sought with a large enough effect; inconclusive means small, poorly fitted or top-dose-only effect, or another doubt; inactive means no such curve, though single readings can be large; an effect the other way counts as inactive or inconclusive.
SMILES,uPA surface inh,Coupling enz,RORg inh,Gal4-VP16 FLuc,KCNH2 3.1 block,Tb PFK block,Rab9 prom act,Giardia kill,NPC1 prom act,ELG1 genotoxic,FLuc modulator
Cc1ccc(OCc2cc(C(=O)N(C)Cc3nccn3C)no2)cc1C,13%,0,34%,11%,5,0%,3%,39[activator],0%,-2%,-4%
CC(C)c1ccc(COc2ccc(C(=O)N3CCOCC3)cc2)cc1,?,0,?,3%[10 µM],1,0%,-4%,-5,-4%,7%,?
Cc1cccc(C2=NN(c3ccc(Br)cc3)[C@@H](C(=O)N3CCOC3=O)[C@@H]2c2ccc([N+](=O)[O-])cc2)c1,8%,-5,-1%[40.7 µM],-8%[40.7 µM],nt,3%,nt,?,nt,1%,nt
COc1ccc(C(=O)Nc2ncc(C)s2)cc1S(=O)(=O)N1CCOCC1,4%,nt,nt,nt,3,-3%,-9%,-7,-1%,-2%,3%
Cc1cccc(OCCn2c(S(=O)(=O)O)nc3ccccc32)c1,1%,19,18%,-2%,12,-3%,12%,-20,-1%,5%,?
CCNC(=O)CC1C(=O)N(c2ccc(C)cc2)C(=O)N1Cc1ccccn1 (stereo not given),1%,0,-4%,-6%,-12,-1%,0%,10,2%,0%,5%
O=C(O)Cn1c(SCc2ccccc2)nc2ccccc21,14%,-4,21%,-4%,-6,1%,4%,8,-1%,7%,?
COc1ccc(CNC(=O)c2c(O)c3cccc4c3n(c2=O)CCC4)cc1OC,4%,0,32%[0.365 µM],nt,-9,-26%,-9%,0,-1%,-5%,-34%
Cc1ccc(NC(=O)CCn2c(=O)oc3ccccc32)c(C)c1,8%,1,-9%,1%,-4,0%,8%,15,2%,-2%,1%
CCCCCC1(C)NC(=S)N(c2ccccc2)N1 (stereo not given),0%,0,?,?,3,-16%,0%,0,-2%,14%,-6%
CCOc1c(CNCCNC(=O)c2nonc2N)cccc1OC,4%,-3,2%[10 µM],7%,4,3%,2%,-12,3%,0%,1%
CNC(=O)CN1C(=O)NC(Cc2c[nH]c3ccccc23)C1=O (stereo not given),-10%,-5,-2%,5%,2,-4%,-5%,-13,-2%,-1%,0%
CCN(C[C@H]1N[C@@](CC)(C(=O)OC)[C@H]2C(=O)N(Cc3ccccc3)C(=O)[C@@H]12)C(=O)Nc1ccc(C)cc1,8%,nt,nt,nt,-21,7%,nt,-9,nt,-2%,nt
Cc1ccccc1NS(=O)(=O)c1nnc(NC(=O)c2ccc(Cl)cc2)s1,12%,13,36%,4%,-15,7%,-8%,1,-9%,0%,2.4µM*!
O=C(CCCCn1c(=S)[nH]c2ccsc2c1=O)NCc1ccco1,-14%,1,-40%,-7%,-71*,-4%,-1%,-7,3%,3%,-1%
Cc1cccc(C2N(c3nccs3)C(=O)C3CCCN32)c1 (stereo not given),-1%,3,?,-5%,-9,-3%,-4%,0,-5%,-1%,3%
O=C(NCCCn1ccnc1)c1noc2c1CCCC2,nt,1,-25%,0%,19,-4%,-4%,-6,0%,4%,7%
CC(=O)N(CC(=O)O)c1ccccc1C(=O)O,2%,-1,-18%,-1%,-32,29%,4%,-1,-6%,2%,1%
O=C(O)C#Cc1cccc2ccccc12,4%,5,-2%,-5%,-1,8%,2%,9,0%,3%,?
CC1Oc2ccccc2N(CC(=O)NCCN2CCOCC2)C1=O (stereo not given),1%,0,-21%,0%,-9,0%,-5%,1,-2%,-6%,1%
O=C(Cc1ccccc1)N/N=C/c1cccs1,1%,-1,-11%,5%,0,-5%,9%,-14,-2%,-1%,-13%
Cc1ccc(NC(=O)Nc2cc(Cl)ccc2C2COC(=O)C2=N)cc1 (stereo not given),4%,0,-3%,3%,7,-2%,1%,13,2%,1%,-2%
O=C1COc2ccc(C(=O)COC(=O)CNC(=O)C3CCCCC3)cc2N1,3%,-5,0%,-12%,14,-4%,-7%,5,2%,-4%,-19%
COc1ccc(CN2C(=O)c3cccnc3C2=O)cc1S(=O)(=O)N1CC(C)Oc2ccccc21 (stereo not given),15%,nt,5%,-6%,-50,1%,-3%,8,2%,0%,3%
C=CCn1c(O)c(CN2CCN(Cc3ccccc3)CC2)c(C)c(C#N)c1=O,11%,-42*,23%,6%,1,5%,0%,7,-2%,-6%,2%
COc1cc(/C=C2/C(=N)N3C(=NC2=O)SN=C3S(=O)(=O)C(C)C)ccc1OS(=O)(=O)c1ccccc1,nt,12,-2%,0%,nt,-1%,3%,nt,-2%,-1%[9.26 µM],-1%
COc1ccc(F)cc1C(=O)C1CCCN(Cc2ccc3c(c2)OCCO3)C1 (stereo not given),-7%,1,8%,-19%,-10,-2%,-2%,-1,-6%,-4%,7%
CCn1c(CCC(N)=O)nnc1SCC(=O)Nc1cccc(S(=O)(=O)N2CCCC2)c1,-27%,nt,nt,nt,-12,0%,2%,3,-1%,-1%,13%
CCOC(=O)C1(Cc2ccccc2)CCN(Cc2csc(C(C)=O)c2)CC1,-5%,-7,39%,-12%,-17,-3%,6%,11,11%,-4%,-3%
COc1ccc2cc(CCNC(=O)c3ccco3)c(=O)[nH]c2c1,15%,2,3%,-16%,-1,1%,1.4µM*,-7,1.6µM*,10µM*,12µM*
CCCCC1CCC(C(=O)N(CCOC)c2c(N)n(CC(C)C)c(=O)[nH]c2=O)CC1 (stereo not given),16%,nt,nt,nt,-11,-1%,-6%,-7,1%,5%,0%
O=C1/C(=C\c2ccccn2)SC(=S)N1Nc1ncc(C(F)(F)F)cc1Cl,nt,nt,11µM*,?,6,2%,-7%,2,0%,-6%,?
Cc1ccc(C(=O)N2CCNC(=O)C2CC(=O)Nc2ccc(F)cc2)cc1C (stereo not given),-3%,nt,-7%,5%,-9,0%,3%,-3,3%,-1%,6%
COC(=O)c1sccc1NC(=O)CSCC(=O)O,-1%,1,4%,13%,-8,-8%,-8%,1,0%,5%,-10%
COc1ccc(N(CC(=O)Nc2ccc3c(c2)OCO3)S(=O)(=O)c2c(C)nn(C)c2C)cc1,2%,0,21%,2%,-13,-1%,1%,16,-1%,-2%,5%
Cc1ccc(C(=O)c2cc3ccccc3o2)cc1[N+](=O)[O-],0%,-2,15%,28%,10,1%,2.8µM*,18,?,?,7.6µM*
CCOC(=O)c1sc(NC(=O)CSc2nc3c(cc2C#N)CCCCC3)c(C#N)c1C,4%,-2,20%,-6%,-1,0%,18%,-12,29%,-4%,-6%
CNC(=O)c1ccc(NC(=O)CC2SC(N3CCCC3)=NC2=O)cc1 (stereo not given),3%,nt,nt,nt,-2,-6%,-2%,-1,-2%,13%,3%
Cc1c(C(=O)Nc2cccc([N+](=O)[O-])c2)sc2ncn(CC(=O)N3CCOCC3)c(=O)c12,0%,0,-5%,-5%,12,-20%,-2%,19,1%,-3%,0%
COc1ccccc1N1CCN(C(=O)c2ccc(CS(=O)(=O)c3ccccc3OC)o2)CC1,-5%,0,9%,-5%,2,-3%,5%,15,-5%,-14%,2%
CC(Sc1ccc(S(=O)(=O)N2CCOCC2)cn1)C(=O)Nc1ccc(Cl)cc1Cl (stereo not given),-2%,nt,nt,nt,-11,1%,-6%,5,-1%,-5%,nt
CC(NCc1cccc(OCc2ccccc2)c1)C(O)c1ccccc1 (stereo not given),-13%,0,?,-7%,-148*,-2%,-4%,11,-2%,-4%,5%
CCC(C)N(C(=O)COC(=O)c1nc(Cl)ccc1Cl)C1CCS(=O)(=O)C1 (stereo not given),-4%,nt,nt,nt,5,-5%,-2%,5,1%,4%,16%
CCN1CCSc2ccc(C(=O)NCc3cccc(Br)c3)cc21,-1%,-4,-3%,-4%,-14,-7%,0%,9,1%,0%,3%&-15%
Cc1ccc(S(=O)(=O)N2CCN(c3nc(C)c4c(c3C#N)CC(C)(C)OC4)CC2)cc1,1%,-1,5%,-4%,-5,4%,-9%,11,-1%,-13%,1%
CCN(C(=O)CSc1nccn1C)c1cccc2ccccc12,10%,nt,nt,nt,4,-6%,0%,-2,-2%,-1%,5%
O=C(c1ccc2nc(Cc3cccc(Cl)c3)oc2c1)N1CCC(O)CC1,6%,-2,0%,11%,-7,-23%,0%,-2,1%,3%,-3%
CSCCC(NC(=O)c1ccc(Cl)cc1)C(=O)OCC(=O)N1CCCC1=O (stereo not given),-3%,nt,nt,nt,10,-1%,-4%,3,-4%,-1%,?
CCN1C(=O)C(CC(=O)Nc2cccc(C(C)=O)c2)S/C1=N\c1ccccn1 (stereo not given),1%,0,?,?,8,-1%,-1%,28,6%,-4%,2%

# Compound activity: PubChem BioAssay, National Center for Advancing Translational Sciences (NCATS)
